CAL PDZ FP-1: inhibitors of human CAL PDZ peptide binding | Q9HD26 | purified CAL PDZ, TMR-peptide fluorescence polarization, 1 h | inhibition, % at 24.9 µM | actives 0.92% (n = 300,000) | AID 602252;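 active = mean inhibition of at least 30% with at least half of replicates also reaching 30%; inconclusive = no clear call, values can overlap the other calls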;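 also: 0% = DMSO neutral control and 100% = excess unlabeled competitor peptide PRC23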
SR-BI DiI-HDL act: SR-BI HDL lipid transfer activation; CHO ldlA[mSR-BI] cells, DiI-HDL uptake fluorescence, 3 h; 100 = double the neutral-control signal; activation, % at 12.5 µM; actives 0.096% (n = 320,000);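 active = mean replicate activation of at least 60% and every replicate at or above 60%; inconclusive = mean or all-replicate condition met, but not both; inactive = mean below 60% and not all replicates reaching 60%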;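 also: 0% = median plate neutral-control signal and 100% = twice that signal; values of inactives mirror those of a sister screen read the other way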
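System: CHO ldlA[mSR-BI] cells / Medium: HEPES-buffered (25 mM, pH 7.4) F12 plus 0.5% BSA / Probe or stimulus: labelled HDL, 10 µg/mL / Doses: single compound concentration, delivered by pin transfer / Schedule: 3 h, 37 °C / Measured by: DiI fluorescence, bottom read / Measure: cell-associated DiI fluorescence as measure of HDL uptake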
CAL PDZ FP-2: inhibitors of human CAL PDZ peptide binding; inhibition, % at 20 µM; actives 0.02% (n = 330,000); AID 504414; purified CAL PDZ, TMR-peptide fluorescence polarization, 1 h;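 active = highest replicate inhibition of at least 40%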;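 also: plate controls were DMSO neutral control wells for no effect and unlabeled competitor peptide control wells for full effect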
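Test system: tagged CAL PDZ domain / Buffer or medium: sodium phosphate/NaCl buffer pH 7.4 with TCEP, IgG, Thesit / Reagent: TMR-labelled reporter peptide T*-PRC34 bound in PDZ groove / Compound dosing: single point, 20 µM / Schedule: 1 h incubation at room temperature before polarization reading / Technique: fluorescence polarization (mP) / Benchmarks: unlabelled peptide, DMSO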
C-LANA FP: inhibitors of KSHV LANA C-terminal domain DNA binding; MBP-C-LANA/FAM-LBS DNA binding, fluorescence polarization; inhibition, % at 9 µM; actives 0.078% (n = 340,000);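 active = highest replicate inhibition at or above 60% at 9 µM, even if other replicates fall short; inactive = all replicates below 60% inhibition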;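 also: 0% = neutral control wells and 100% = 4 µM acridine orange control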
Rtt109 HAT inh: blocks Candida albicans Rtt109/Vps75 acetyltransferase activity; Q5AAJ8; purified Rtt109/Vps75, ThioGlo CoA-SH fluorescence, 4 h; inhibition, % at 34.9 µM; actives 0.16% (n = 330,000); AID 540336;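 active = inhibition of at least 50% in every replicate; inconclusive = best replicate reaches 50% inhibition but some replicates fall short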
RTF Ca sens inh: cardiac RTF calcium desensitization; actives 0.12% (n = 340,000); inhibition, % at 7.15 µM; P19429+P45379; IANBD-labeled cardiac RTF, Ca2+ fluorescence;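 active = inhibition above the mean inhibition of all tested compounds plus 3 SD, cut at about 17% in these data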;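 also: assay run at fixed EC70 calcium of 1.6 mM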
DAGLB inh: diacylglycerol lipase beta (human) inhibition | Q8NCG7 | HEK293T DAGLB membrane lysate, EnzChek fluorogenic substrate | inhibition, % at 5.17 µM | actives 0.059% (n = 340,000) | AID 504411; in the data active = inhibition above about 34%;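 also: 0% = enzyme with vehicle and 100% = wells lacking enzyme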
Target sequence (Q8NCG7 whole entry, looked up): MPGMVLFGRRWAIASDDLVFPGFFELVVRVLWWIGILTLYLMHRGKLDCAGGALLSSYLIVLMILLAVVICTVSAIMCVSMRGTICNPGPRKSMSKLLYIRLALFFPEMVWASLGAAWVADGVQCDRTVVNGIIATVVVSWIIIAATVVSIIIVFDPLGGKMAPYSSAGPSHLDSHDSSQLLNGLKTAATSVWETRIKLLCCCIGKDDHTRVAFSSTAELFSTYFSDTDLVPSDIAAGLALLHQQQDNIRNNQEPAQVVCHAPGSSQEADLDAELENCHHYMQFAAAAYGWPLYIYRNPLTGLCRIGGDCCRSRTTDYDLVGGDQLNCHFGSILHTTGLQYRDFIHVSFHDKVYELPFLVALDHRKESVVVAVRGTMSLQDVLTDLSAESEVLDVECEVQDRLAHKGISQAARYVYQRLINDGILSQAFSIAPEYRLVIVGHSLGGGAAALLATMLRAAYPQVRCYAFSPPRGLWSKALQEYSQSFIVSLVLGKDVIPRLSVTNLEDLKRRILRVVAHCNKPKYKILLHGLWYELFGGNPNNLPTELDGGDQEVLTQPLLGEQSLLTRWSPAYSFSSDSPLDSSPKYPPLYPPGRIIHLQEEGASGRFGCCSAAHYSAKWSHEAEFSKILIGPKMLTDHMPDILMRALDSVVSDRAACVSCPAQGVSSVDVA
cardiac RTF act: increases calcium sensitivity of human cardiac regulated thin filaments. AID 493008. P19429+P45379. actives 0.24% (n = 340,000). activation, % at 7.2 µM. IANBD-labeled TnC RTF fluorescence at EC20 calcium; 0% EC20 calcium, 100% full calcium;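 active = activation above the mean over all tested compounds plus 3 SD, cut at about 30% in these data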;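 also: rise in fluorescence read as greater calcium sensitivity of cardiac thin filaments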
PKA-R2B activ: activates the human PKA-R2B holoenzyme complex; P22694+P31323; PKA-R2B holoenzyme dissociation, Cy5-IP20 fluorescence polarization; R2B truncated from residue 108, S112A mutant; 0% DMSO only, 100% 113 µM cGMP; activation, % at 11.4 µM; actives 0.079% (n = 340,000); AID 504700;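 active = activation above a cutoff set at the mean over all compounds plus 3 SD, cut at about 18% in these data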;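 also: higher means more holoenzyme dissociation and a rise in polarization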
Target sequence (P31323 whole entry, looked up, other chains not shown, the tested form may be a part): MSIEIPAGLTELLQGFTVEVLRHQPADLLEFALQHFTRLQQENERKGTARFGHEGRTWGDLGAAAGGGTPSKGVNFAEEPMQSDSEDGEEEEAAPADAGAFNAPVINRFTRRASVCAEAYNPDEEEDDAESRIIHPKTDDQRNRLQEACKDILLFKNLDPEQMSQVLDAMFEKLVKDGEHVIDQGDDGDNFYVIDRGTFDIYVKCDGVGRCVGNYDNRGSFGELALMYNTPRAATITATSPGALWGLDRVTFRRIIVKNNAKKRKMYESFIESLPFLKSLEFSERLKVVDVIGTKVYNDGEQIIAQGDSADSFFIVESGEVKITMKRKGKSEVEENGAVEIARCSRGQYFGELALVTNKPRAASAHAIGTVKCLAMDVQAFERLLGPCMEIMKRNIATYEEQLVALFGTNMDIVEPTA
Keap1-Nrf2 PPI: inhibitors of human Keap1-Nrf2 protein-protein interaction. Keap1 Kelch-Nrf2 peptide fluorescence polarization, 1536-well. inhibition, % at 9.4 µM. actives 0.15% (n = 340,000). AID 504523; in the data active = inhibition above about 12%; inconclusive = no clear call, values can overlap the other calls; inactive = below about 7.3%;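 also: human Keap1 Kelch domain with fluorescein labeled Nrf2 9mer peptide probe; 0% = neutral control wells and 100% = peptide positive control; higher means more block of Keap1 binding to Nrf2 peptide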
Starred values were filed as active, the others as inactive; i = inactive; ? = inconclusive; / = no result given.

Each structure is followed by: CAL PDZ FP-1	SR-BI DiI-HDL act	CAL PDZ FP-2	C-LANA FP	Rtt109 HAT inh	RTF Ca sens inh	DAGLB inh	cardiac RTF act	PKA-R2B activ	Keap1-Nrf2 PPI
[1] COc1ccc(/C=N\NC(=O)c2cc(O)c(O)c(O)c2)cc1CN1CCN(c2ccc(F)cc2)CC1
  -3.5	-30.8	3.5	1.0	3.5	-3.2	14.4	2.8	-0.8	-2.8
[2] CCCCn1c(SCC(=O)NC(C)CC)nc2ccc(N3CCOCC3)cc2c1=O (stereo unspecified)
  -3.4	0.6	-1.8	-2.3	-3.2	-3.1	2.1	3.5	6.3	-0.1
[3] O=c1c(S(=O)(=O)c2ccc(Cl)cc2)cn(Cc2ccccc2F)c2ccc(F)cc12
  -2.2	-14.2	0.3	-0.2	0.6	4.0	-2.0	3.7	0.2	-5.6
[4] CC1(c2ccc(Cl)cc2)NC(=O)N(CC(=O)NC(=O)NCc2ccco2)C1=O (stereo unspecified)
  -6.2	8.7	-1.4	0.1	17.3	-3.8	-2.2	-2.0	-4.5	1.3
[5] CCc1ccccc1NC(=O)CN(C)C(=O)Cn1cc(C(F)(F)F)cc(Cl)c1=O
  -6.8	4.3	-1.0	-0.6	/	2.8	0.9	6.6	1.1	2.9
[6] O=C(CN1CCN(Cc2ccccc2)CC1)N=Nc1c(O)[nH]c2ccccc12
  2.3	42.8	-3.0	-0.3	5.7	5.7	1.1	0.8	-3.7	2.5
[7] Cc1cc(-n2c(C)cc(C(=O)CSc3nncn3C)c2C)no1
  4.1	-28.9	0.4	3.2	1.1	-7.2	-2.0	14.1	-12.2	-2.8
[8] C=CCn1c(SCC(=O)c2cc(C)n(CC3CCCO3)c2C)nnc1-c1ccccc1 (stereo unspecified)
  -4.7	-5.7	1.2	5.2	6.7	-0.6	1.0	-0.8	1.6	-1.6
[9] CCOC(=S)SCC(=O)Nc1nc(-c2ccc(Br)cc2)cs1
  1.1	-46.2	-2.4	1.5	3.4	1.9	-25.1	-0.1	-14.5	-5.1
[10] CC1=[N+](C)c2ccc3ccccc3c2C1(C)C
  -2.6	222.8*	-1.1	0.4	/	5.0	3.5	0.4	18.7*	-0.9
[11] CCOc1cc(/C=C2/C(=N)N3C(=NC2=O)SN=C3S(=O)(=O)CC)ccc1OC(=O)c1ccco1
  -4.7	-12.6	-3.0	-7.4	12.1	-1.0	6.5	-2.6	-8.5	-6.1
[12] Cc1cc(C)c(C#N)c(SCc2cn3c(C)cccc3n2)n1
  -1.2	-32.2	-4.0	-0.1	-2.1	8.6	3.8	-0.4	1.1	3.9
[13] O=C(O)[C@@H]1CCCN(S(=O)(=O)c2cccc3cccnc23)C1
  -1.5	13.9	-0.2	2.2	2.4	-22.7	-2.7	-6.3	1.0	2.6
[14] CCCCn1c(=O)[nH]c(=O)c2c1nc(-c1ccc(C#N)cc1)n2C1CCCC1
  0.2	-22.4	-3.0	3.8	-6.2	-4.4	5.0	-4.6	-2.2	2.5
[15] O=C(CSc1ccc(Cl)cc1)NC(=O)c1ccccc1
  0.7	23.6	-1.0	0.3	9.7	-6.2	-5.6	-7.8	-2.4	-3.3
[16] CCOc1ccc(CN(C(=O)c2cc3ccccc3oc2=O)C2CCS(=O)(=O)C2)cc1 (stereo unspecified)
  4.1	17.7	-0.6	-0.1	3.8	-5.8	-2.2	4.9	1.0	-1.9
[17] CCN(CC)CCNC(=O)c1ccc(CS(=O)(=O)c2ccc(Br)cc2)o1
  -1.2	32.0	0.5	-1.7	-26.9	3.1	0.8	1.4	-1.8	-3.4
[18] CCCCn1c(=O)c2c(nc3n2CCCN3Cc2ccccc2)n(C)c1=O
  -1.0	?	-2.0	2.0	-1.5	-6.1	-0.7	-5.2	-13.7	-2.9
[19] O=C(Cn1c(=O)c2c3c(sc2n(Cc2ccccc2)c1=O)CCCC3)NCCO
  5.2	12.3	-0.3	-0.4	-3.9	0.2	-0.7	7.2	16.1	0.1
[20] O=C(C1CCCN(Cc2ccccc2F)C1)N1CCCC1 (stereo unspecified)
  -0.3	40.3	-4.1	-0.5	-23.2	-7.3	-0.4	0.1	-5.0	-0.4
[21] CNC(=S)NNC(=O)c1sccc1OCc1ccc(Cl)cc1Cl
  -0.9	8.6	-1.1	0.1	/	-7.9	-0.9	2.3	5.6	-1.1
[22] CCSc1nnc(NC(=O)c2cc(-c3ccc(C)c(C)c3O)n[nH]2)s1
  -3.4	19.5	-2.4	-0.7	/	-13.5	-0.4	-5.3	-13.8	-1.2
[23] COc1ccc(CCNC(=O)[C@H](C)N2C(=O)N3CCc4c([nH]c5ccccc45)[C@@]3(C)C2=O)cc1OC
  5.7	-60.3	0.6	1.1	6.7	-1.2	-2.0	-2.1	7.1	-2.1
[24] CC(C)CCNC(=O)C(c1ccco1)N(Cc1cccs1)C(=O)Cn1nnc2ccccc21 (stereo unspecified)
  -3.1	44.5	-0.2	-2.1	-0.1	2.4	2.2	1.4	-3.0	1.8
[25] Cc1ccccc1NC(=O)CCCCCN1C(=O)[C@@H]2Cc3ccccc3CN2C1=O
  -4.7	1.6	-2.2	1.7	-5.4	-2.1	2.8	0.8	0.8	3.2
[26] COc1ccc([C@@H]2CC(=O)c3c(O)cc(O[C@@H]4O[C@H](CO[C@@H]5O[C@@H](C)[C@H](O)[C@@H](O)[C@H]5O)[C@@H](O)[C@H](O)[C@H]4O)cc3O2)cc1O
  -19.9	8.3	0.6	2.6	-7.1	0.5	4.9	6.3	-0.1	-2.4
[27] Cc1cccc(-c2cccc(NC(=O)C3CCCN(C(=O)c4csc(C)n4)C3)c2)c1 (stereo unspecified)
  -3.0	-61.9	-2.1	-0.9	16.7	-6.9	-1.9	-0.5	-1.2	-0.8
[28] Cn1cccc1/C=C(\C#N)C(N)=S
  -3.8	18.8	0.2	0.7	10.0	-2.2	-3.8	5.1	5.2	-4.0
[29] CN(C)S(=O)(=O)c1ccc(C(=O)NCC[N+]2(C)CCCCCC2)o1
  -4.7	13.4	-0.1	-2.9	1.5	0.4	-0.6	3.1	2.4	-0.3
[30] CSc1ccc(/C=C/C(=O)OCC(=O)N2CCN(S(=O)(=O)c3ccc(C)cc3C)CC2)cc1
  0.8	-15.2	-2.4	-1.7	-5.9	-2.9	-3.7	-2.0	-2.6	3.0
[31] Cc1ccccc1NC(=O)c1cc2ccccc2o1
  1.1	12.5	/	8.8	1.2	-2.5	-1.9	-1.2	-4.9	1.8
[32] COc1ccc(S(=O)(=O)NN(C)c2ncc(C(F)(F)F)cc2Cl)cc1
  -1.4	21.6	-2.1	1.3	2.4	-5.3	-1.2	-5.6	-1.5	2.7
[33] Cc1ccc2c(c1)N(CCCC(=O)NCc1cccnc1)C(=O)CO2
  /	18.1	0.2	0.4	-6.8	-9.1	1.2	-2.2	-4.8	-3.1
[34] CC(C)(C)OC(=O)N(CCc1ccccc1)Cc1ccccc1OCc1ccc(NC(=O)C2CCC2)cc1
  -0.7	-41.9	-1.2	1.6	3.3	8.2	-10.3	-2.7	-3.3	-3.4
[35] CCCCc1cc(=O)oc2c(CN(C)C)c(O)c(Cl)cc12
  -2.7	-13.5	-0.9	-2.4	i	3.7	3.0	-6.2	-7.3	-3.6
[36] CCN(CCn1cccn1)Cc1cn[nH]c1-c1cccc2ccccc12
  -2.6	/	-3.0	0.0	-3.1	-0.3	0.0	-4.6	2.2	-1.9
[37] COc1ccc(CN2CCN(C(=O)Cn3nc(C)n4cccc4c3=O)CC2)c(OC)c1OC
  1.7	13.7	-0.2	-0.9	-6.3	-5.7	-1.4	-4.9	-3.7	-5.7
[38] O=C(NCc1ccc(F)cc1)c1cc(S(=O)(=O)N2CCCCC2)c[nH]1
  /	4.8	-0.8	-0.1	5.0	-6.3	1.4	6.1	4.2	-2.4
[39] CCc1cccc2c(C(=O)COC(=O)[C@@H]3CC(O)CN3S(=O)(=O)c3ccccc3[N+](=O)[O-])c[nH]c12 (stereo partly specified)
  -3.1	-19.8	-2.0	0.4	-1.7	-4.6	0.5	8.1	-4.0	-2.0
[40] COc1ccc(NC(=O)CN(C)C(=O)c2ccc(NS(=O)(=O)c3ccc4[nH]c(=O)[nH]c4c3)cc2)cc1
  -4.3	5.9	-2.0	0.0	3.4	-13.8	-2.6	6.7	-9.6	-3.4

Grouped by structure, those above with bromine (2)
Each structure is followed by: CAL PDZ FP-1	SR-BI DiI-HDL act	CAL PDZ FP-2	C-LANA FP	Rtt109 HAT inh	RTF Ca sens inh	DAGLB inh	cardiac RTF act	PKA-R2B activ	Keap1-Nrf2 PPI
[9] CCOC(=S)SCC(=O)Nc1nc(-c2ccc(Br)cc2)cs1
  1.1	-46.2	-2.4	1.5	3.4	1.9	-25.1	-0.1	-14.5	-5.1
[17] CCN(CC)CCNC(=O)c1ccc(CS(=O)(=O)c2ccc(Br)cc2)o1
  -1.2	32.0	0.5	-1.7	-26.9	3.1	0.8	1.4	-1.8	-3.4

Carrying on.
Each structure is followed by: CAL PDZ FP-1	SR-BI DiI-HDL act	CAL PDZ FP-2	C-LANA FP	Rtt109 HAT inh	RTF Ca sens inh	DAGLB inh	cardiac RTF act	PKA-R2B activ	Keap1-Nrf2 PPI
[41] Cc1ccc(-c2nnc(SCC(=O)NC3CCCC3)n2C)cc1
  -1.5	11.9	-2.2	-3.2	-15.0	-12.7	-1.5	-2.1	-0.5	-5.1
[42] COC(=O)c1ccccc1NC(=O)C1CCN(c2ncnc3c2nc2n3CCCCC2)CC1
  -3.3	-11.8	-3.3	-0.2	-15.4	0.2	-5.1	-6.0	1.8	1.4
[43] S=C(N/N=C/c1ccccc1Cl)Nc1ccccc1
  -4.6	-15.4	-0.7	2.2	5.2	-1.9	-0.4	1.2	-1.2	-1.6
[44] C=CCOc1c(/C=N\NC(N)=O)cccc1OC
  /	5.8	-0.3	1.9	6.8	-1.9	-3.6	4.2	-8.1	-5.5
[45] CC(C)=NNc1nc(-c2ccccc2)cs1
  -2.3	34.1	-0.6	-1.7	-2.0	-31.4	0.8	2.9	-13.1	-6.7
[46] Cc1c(OCC(=O)NCc2cccnc2)ccc2c3c(c(=O)oc12)CCCC3
  -0.5	15.2	0.2	-0.8	-9.4	-6.0	1.4	0.9	-5.1	-6.6
[47] Cc1nc2ccc(S(=O)(=O)NCC(=O)N3CCCC(C)C3)cc2s1 (stereo unspecified)
  0.2	-1.2	-0.2	-1.1	8.3	-32.8	0.9	-1.4	2.4	-1.0
[48] CCOC(=O)C1=C(COC(=O)CNC(=O)c2ccccc2F)NC(=O)NC1C (stereo unspecified)
  -3.5	9.7	-2.9	-0.7	15.1	0.5	-3.6	-2.8	-3.1	0.8
